Rv3671c inh: inhibitors of M. tuberculosis serine protease Rv3671c; P9WHR9; inhibition, % at 5.96 µM; hit rate 0.048% among 320,000; AID 2606; in the data active means inhibition above about 38%;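 further: extracellular domain of Rv3671c used as enzyme; 0% = enzyme with DMSO and 100% = no enzyme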
Target sequence (P9WHR9 whole entry, looked up, the tested form may be a part): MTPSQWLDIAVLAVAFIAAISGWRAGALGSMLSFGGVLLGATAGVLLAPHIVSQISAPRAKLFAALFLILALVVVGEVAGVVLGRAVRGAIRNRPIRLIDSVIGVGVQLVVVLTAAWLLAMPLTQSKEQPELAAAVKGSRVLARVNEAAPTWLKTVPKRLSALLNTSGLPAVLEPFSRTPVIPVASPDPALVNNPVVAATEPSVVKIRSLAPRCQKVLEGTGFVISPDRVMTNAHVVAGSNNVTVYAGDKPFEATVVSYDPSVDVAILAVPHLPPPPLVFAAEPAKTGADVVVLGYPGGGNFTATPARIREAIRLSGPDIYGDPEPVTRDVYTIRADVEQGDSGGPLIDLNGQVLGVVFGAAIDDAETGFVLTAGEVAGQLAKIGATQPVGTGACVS
Mtb UGM inh: inhibitors of M. tuberculosis UDP-galactopyranose mutase; inhibition, % at 10 µM; purified UGM, fluorescence polarization probe displacement; hit rate 0.06% among 320,000; AID 504406; in the data active means inhibition above about 10%, passing the limit was not always enough; inconclusive means no clear call, values can overlap the other calls
FadD28 binding: M. tuberculosis FadD28 bisubstrate binding inhibition | inhibition, % at 12.5 µM | FadD28 bisubstrate probe binding, fluorescence polarization | AID 588549 | hit rate 0.22% among 360,000; in the data active means inhibition above about 8.5%, passing the limit was not always enough; inconclusive means no clear call, values can overlap the other calls
BoNT F protease: blocks Botulinum neurotoxin F light chain protease. hit rate 0.22% among 360,000. inhibition, % at 10 µM. Multiplex microsphere protease cleavage assay, flow cytometry; in the data active means inhibition above about 35%, passing the limit was not always enough; inconclusive means no clear call, values can overlap the other calls; further: plate controls were buffer without enzyme for full effect and enzyme alone for no effect
GDH-TPI counter: counter-screen for M. tuberculosis FBA inhibitors: GDH-TPI coupled enzymes; inhibition, % at 4.8 µM; AID 588335; hit rate 1.2% among 360,000; GDH-TPI coupled enzyme counterscreen, NADH absorbance; in the data active means inhibition above about 30%;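 further: 0% = DMSO wells and 100% = wells lacking the enzyme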
Mtb BioA inh: inhibitors of Mycobacterium tuberculosis BioA enzyme | AID 602481 | hit rate 0.096% among 360,000 | purified M. tuberculosis BioA enzyme, plate reader | inhibition, % at 9.99 µM; in the data active means inhibition above about 40%; inconclusive means no clear call, values can overlap the other calls
PrPC surface inh: cell surface PrPC inhibition, primary TR-FRET screen. P04156. TR-FRET read-out. inhibition, % at 13.8 µM. hit rate 0.43% among 370,000. AID 720596; in the data active means inhibition above about 24%; further: 0% = median of the test wells and 100% = reference compound wells
MazEF act: increases E. coli MazEF RNase cleavage of RNA | FAM/BHQ RNA-DNA oligo cleavage fluorescence, 5 h | activation, % at 20 µM | hit rate 0.32% among 350,000 | AID 504720; in the data active means activation above about 50%
Target sequence (P0AE70 whole entry, looked up): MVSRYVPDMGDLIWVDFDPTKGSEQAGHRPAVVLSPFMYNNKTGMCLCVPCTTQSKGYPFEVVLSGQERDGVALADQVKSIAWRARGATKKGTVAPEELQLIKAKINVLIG
FBA Mtb inh: Mtb fructose-bisphosphate aldolase inhibition. purified M. tuberculosis FBA, fluorescence read-out. inhibition, % at 1 µM. P9WQA3. hit rate 2.3% among 360,000. AID 588726; in the data active means inhibition above about 27%;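 further: 0% = vehicle and 100% = reference inhibitor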
Target sequence (P9WQA3 whole entry, looked up): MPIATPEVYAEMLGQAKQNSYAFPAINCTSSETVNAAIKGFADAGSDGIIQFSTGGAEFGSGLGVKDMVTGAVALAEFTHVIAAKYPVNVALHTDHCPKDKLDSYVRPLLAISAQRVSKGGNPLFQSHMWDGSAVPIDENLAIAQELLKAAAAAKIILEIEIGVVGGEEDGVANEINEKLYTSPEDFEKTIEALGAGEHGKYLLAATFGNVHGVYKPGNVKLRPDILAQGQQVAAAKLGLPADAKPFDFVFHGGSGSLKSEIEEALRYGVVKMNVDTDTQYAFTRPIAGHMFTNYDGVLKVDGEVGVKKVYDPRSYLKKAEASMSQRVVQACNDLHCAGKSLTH
Numbers without * were called inactive; ? = inconclusive; . = no result given; & = joins results of further samples.

SMILES	Rv3671c inh	Mtb UGM inh	FadD28 binding	BoNT F protease	GDH-TPI counter	Mtb BioA inh	PrPC surface inh	MazEF act	FBA Mtb inh
CC(O)[C@H]1CNCCN1CCc1cccc(F)c1 (stereo not given in full)	-2	0.9	-5.2	-6	-14	-0.7	-1	0	2
Cc1cc(OCC(=O)NC2CC(C)(C)NC(C)(C)C2)c2c(C)cc(=O)oc2c1	0	0.5	-3.1	-2	3	-0.1	7	11	94*
C/C=C(\C)C(=O)N[C@@H](c1ccccc1)[C@@H](O)C(=O)O[C@H]1C[C@@]2(O)[C@@H](OC(=O)c3ccccc3)C3[C@](C)(C(=O)[C@H](O)C(=C1C)C2(C)C)[C@@H](O)C[C@H]1OC[C@@]31OC(C)=O (stereo not given in full)	-5	0.2	0.0	-5	-6	0.5	4	9	1
CCCCn1c(N)c(N(CCOC)C(=O)c2ccco2)c(=O)[nH]c1=O	2	1.6	-0.2	5	4	-1.8	5	3	1
Cc1c(Cl)cccc1Nc1nc(N)nc(CSc2nc3ccccc3s2)n1	-22	1.5	-3.6	-3	3	.	4	0	-4
COC(=O)c1sc2cc(C(F)(F)F)cnc2c1-c1cccnc1	-8	1.7	-0.8	-3	11	-0.7	-12	-1	2
COc1ccccc1/C=C1\SC(=O)N(CCC(=O)NNC(=O)c2ccccc2Cl)C1=O	6	-0.6	-0.7	14	19	-1.4	-1	-2	-1
COc1ccc(CN2C(=O)c3cccnc3C2=O)cc1S(=O)(=O)NCc1ccc(C)o1	-6	0.6	-2.2	-5	3	-0.3	-5	5	0
COc1cc(NC(=O)c2ccccc2Cl)c(OC)cc1NC(=O)CN1CCCCC1	5	-1.1	-1.2	5	-2	.	5	6	10
Cc1cc2c(cc1C)NC1=C(N2)OC(c2cccc(O)c2)C1=O (stereo not given)	3	-3.6	0.4	-11	9	.	-7	5	2
COc1ccc(CNCC2COc3ccccc3O2)cc1 (stereo not given)	-14	2.7	0.3	-10	14	-0.8	4	-5	-2
Cn1nnnc1SCC(=O)Nc1ccc(Cl)c(S(=O)(=O)N2CCOCC2)c1	-12	3.2	-0.7	-6	3	-0.7	9	1	0
Nc1cc(Cl)nc(N/N=C/c2ccc([N+](=O)[O-])cc2)n1	10	3.7	-2.2	-5	33*	-1.4	-36	4	-4
COC(=O)c1sc(N)c(C(=O)OC)c1COC(=O)[C@@H](NS(=O)(=O)c1cccc(Cl)c1)C(C)C	-14	3.4	-1.6	-8	14	.	2	5	-2
Cc1cc(C)n(-c2nnc(N3CCN(c4ccccc4)CC3)nn2)n1	-2	0.5	2.3	-3	4	.	-13	7	0

Arranged by formula weight (smallest number first): part of the list above
SMILES	Rv3671c inh	Mtb UGM inh	FadD28 binding	BoNT F protease	GDH-TPI counter	Mtb BioA inh	PrPC surface inh	MazEF act	FBA Mtb inh
CC(O)[C@H]1CNCCN1CCc1cccc(F)c1 (stereo not given in full)	-2	0.9	-5.2	-6	-14	-0.7	-1	0	2
COc1ccc(CNCC2COc3ccccc3O2)cc1 (stereo not given)	-14	2.7	0.3	-10	14	-0.8	4	-5	-2
Nc1cc(Cl)nc(N/N=C/c2ccc([N+](=O)[O-])cc2)n1	10	3.7	-2.2	-5	33*	-1.4	-36	4	-4
Cc1cc2c(cc1C)NC1=C(N2)OC(c2cccc(O)c2)C1=O (stereo not given)	3	-3.6	0.4	-11	9	.	-7	5	2
Cc1cc(C)n(-c2nnc(N3CCN(c4ccccc4)CC3)nn2)n1	-2	0.5	2.3	-3	4	.	-13	7	0
COC(=O)c1sc2cc(C(F)(F)F)cnc2c1-c1cccnc1	-8	1.7	-0.8	-3	11	-0.7	-12	-1	2
Cc1cc(OCC(=O)NC2CC(C)(C)NC(C)(C)C2)c2c(C)cc(=O)oc2c1	0	0.5	-3.1	-2	3	-0.1	7	11	94*
COc1cc(NC(=O)c2ccccc2Cl)c(OC)cc1NC(=O)CN1CCCCC1	5	-1.1	-1.2	5	-2	.	5	6	10
Cn1nnnc1SCC(=O)Nc1ccc(Cl)c(S(=O)(=O)N2CCOCC2)c1	-12	3.2	-0.7	-6	3	-0.7	9	1	0
COc1ccc(CN2C(=O)c3cccnc3C2=O)cc1S(=O)(=O)NCc1ccc(C)o1	-6	0.6	-2.2	-5	3	-0.3	-5	5	0
COC(=O)c1sc(N)c(C(=O)OC)c1COC(=O)[C@@H](NS(=O)(=O)c1cccc(Cl)c1)C(C)C	-14	3.4	-1.6	-8	14	.	2	5	-2
C/C=C(\C)C(=O)N[C@@H](c1ccccc1)[C@@H](O)C(=O)O[C@H]1C[C@@]2(O)[C@@H](OC(=O)c3ccccc3)C3[C@](C)(C(=O)[C@H](O)C(=C1C)C2(C)C)[C@@H](O)C[C@H]1OC[C@@]31OC(C)=O (stereo not given in full)	-5	0.2	0.0	-5	-6	0.5	4	9	1

Additional compounds follow.
SMILES	Rv3671c inh	Mtb UGM inh	FadD28 binding	BoNT F protease	GDH-TPI counter	Mtb BioA inh	PrPC surface inh	MazEF act	FBA Mtb inh
Cc1cc(=O)oc2c(C)c(OC(C)C(=O)NCCCN3CCCC3=O)ccc12 (stereo not given)	-7	2.0	-0.7	2	15	1.0	7	3	17
CC(NC(=O)c1ccccc1)c1nnc(SCC(=O)NC2=NCCS2)n1C (stereo not given)	4	-1.6	-3.6	4	-7	.	-2	-4	0
O=C(Nc1ccc(Cl)cc1)N(Cc1nnc2n1CCCCC2)c1ccccc1	-8	-2.8	-2.3	-3	18	-0.9	-2	-1	0
CC(C)c1nccn1CCC(=O)O	-6	-0.3	-0.5	6	1	.	3	19	-2
COc1ccc(C2=Nn3c(nnc3-c3ccccc3C(F)(F)F)SC2)cc1OC1CCOC1 (stereo not given)	-4	5.9	-16	4	12	0.3	5	6	2
COc1ccc(/C=N\NC(=O)c2ccccc2Br)cc1COc1ccc(F)cc1	2	2.9	-2.7	2	8	0.0	-6	22	-1
COc1ccccc1S(=O)(=O)N(C)C[C@@H]1OCc2cnnn2CCCC(=O)N([C@H](C)CO)C[C@@H]1C	.	.	-0.1	-3	1	1.0&-0.7	-6	-3	1
Cc1nn(CC(=O)NCCN2CCCCCC2)c(=O)c2nn(-c3ccccc3)c(C)c12	-7	-0.4	-2.4	1	5	2.1	4	10	2
O=c1c(-c2ccco2)[n+]([O-])c2ccccc2n1OCc1ccccn1	.	.	-0.4	3	15	0.1	4	-15	4
COC(=O)C(C)N(C#N)c1nc(NC(C)C)nc(SC)n1 (stereo not given)	3	-2.8	-0.5	?	3	1.1	0	13	2
O=C(O)c1n[nH]nc1-c1ccccc1	3	1.9	-0.2	-3	4	.	-6	-3	113*
Clc1ccc(CNc2ncccn2)cc1	.	3.2	.	12	-6	1.4	-3	6	6
NS(=O)(=O)c1ccc(NC(=O)CSc2nc(Nc3ccccc3)nc(N3CCOCC3)n2)cc1	-50	-3.9	-9.1	0	-1	0.1	-12	3	1
Cc1ccc(Nc2nc(C)c3c(n2)CC(C)CC3=O)c(C)c1 (stereo not given)	3	-0.1	-0.3	-1	14	.	3	8	-1
O=C(O)c1ccc(CSc2nnnn2C2CCCCC2)cc1	7	0.5	-0.9	3	-11	0.8	-3	-1	-1
COc1ccc(OC)c(-c2csc(-c3cccs3)n2)c1	-17	1.2	-0.2	7	-1	-4.3	-13	-31	6
O=C(NC(c1ccc(Cl)cc1)c1ccccn1)C1CCN(CCOc2ccc(Cl)cc2Cl)CC1 (stereo not given)	.	.	-1.5	-6	5	-1.2	-16	.	7
Cc1ccc(C(=O)CNc2cc(C)ccc2C)cc1	3	2.3	0.6	-4	-2	-0.1	-8	10	0
O=C(Nc1ccccc1C(=O)NCCCn1ccnc1)c1ccc(Cl)cc1Cl	3	0.0	-1.8	-2	-4	0.9	3	3	1
Cc1ccc(C(=O)Nc2nccs2)cc1S(=O)(=O)N1CCCCC1	-8	-3.1	-2.7	-2	-1	1.3	4	-5	-2
COc1ccc(C(C)C)cc1S(=O)(=O)Nc1ccncc1	-6	-2.8	-4.3	0	-4	-2.8	9	6	-2
CC(C)CC(=O)Nc1cccc(-c2nc3ccccc3[nH]2)c1	1	-0.4	-7.2	-4	-1	4.7	15	7	13
O=C(CCCc1ccccc1)NCCCc1ccccc1	-8	-1.4	-3.6	16	-4	0.5	3	-3	-1
CCOc1cc(S(=O)(=O)N2CCN(c3ccc(F)cc3)CC2)c(OCC)cc1-n1cnnn1	-5	0.6	-1.3	-5	3	-1.9	2	5	-3
Cc1noc(C)c1COC(=O)[C@H](C)NS(=O)(=O)c1ccc(Cl)c(Cl)c1	-4	0.1	-4.0	0	-9	-0.2	4	1	1
CCOC(=O)c1c(NC(=O)c2ccco2)n(C2CCCCC2)c2nc3ccccc3nc12	-32	1.3	0.8	8	15	.	9	-10	63*
Cn1cccc1CN1CCC[C@]2(N[C@H](c3ccc(C(F)(F)F)cc3)[C@@H]3C(=O)N(Cc4ccccc4)C(=O)[C@@H]32)C1=O	.	.	-3.6	-18	-3	-1.2	2	-21	0
COc1cc(NC(=O)c2ccccc2Cl)ccc1NC(=O)c1cccs1	3	-6.1	1.2	-4	-1	.	-6	11	-2
COc1ccc(CNC(=O)C(=O)NCC2OCCCN2S(=O)(=O)c2cccs2)cc1 (stereo not given)	5	-2.9	-0.8	3	3	-1.1	-3	-1	2
CC(C)NS(=O)(=O)c1ccc(OCC(=O)Nc2ccc3c(c2)OCCO3)cc1	0	-0.8	-2.0	1	7	0.2	1	6	-1
O=C(NCCCN1CCCCCC1)C1CC(=O)N(C2CCCC2)C1 (stereo not given)	-12	-1.1	-2.4	-12	7	-0.4	-8	-4	0
Cc1nnc(SCC(=O)Nc2ccc3c(c2)OCCO3)n1CC1CCCO1 (stereo not given)	-3	0.8	-0.5	-8	10	-0.7	-1	10	0
Nn1c(SCC(=O)Nc2ccc(N3CCOCC3)cc2)nnc1-c1ccccc1F	-6	1.0	0.4	-9	8	-3.5	-4	0	1
CC1CCC2(CC1)C(Nc1cccc(Cl)c1)=NC(=S)N2CC#N (stereo not given)	-6	-4.2	-1.7	12	-1	2.6	36*	-2	-5
CC(C)Oc1ccc(N2CC(C(=O)Nc3ccc(N4CCOCC4)cc3)CC2=O)cc1 (stereo not given)	-1	0.0	-1.2	-3	3	0.7	1	-11	1
O=C(OCC(=O)c1ccc[nH]1)c1ccc(F)c(S(=O)(=O)N2CCOCC2)c1	1	1.9	-0.2	-10	11	9.1	-4	8	2
COCc1nnc(NC(=O)c2cc(C(=O)OC)cc([N+](=O)[O-])c2)s1	-15	0.7	-3.3	-2	8	.	-10	5	1
CC1CCN(c2ccc(-c3cccs3)nn2)CC1	8	0.5	-3.9	7	6	-0.2	-1	7	3
COC(=O)[C@@]1(Cc2ccccc2)[C@H]2C(=O)N(C)C(=O)[C@H]2[C@H]2CN=C(SCc3ccccc3)N21	.	.	-3.1	-8	16	0.7	-5	2	5
CCCN1C(=O)C2(C(C(=O)c3ccc(C)o3)=C(O)C(=O)N2CCCOC)c2ccccc21 (stereo not given)	9	-0.4	0.7	-2	12	.	-4	7	1
COc1ccc(C)cc1S(=O)(=O)NC(C)C(=O)NC1CC1 (stereo not given)	-4	1.3	-1.2	-6	0	-2.8	-3	-1	2
CCOc1cc(/C=C2\C(=O)NC(=O)N(CCc3ccc(F)cc3)C2=O)ccc1O	-23	-0.6	2.6	2	14	.	8	-36	0
NS(=O)(=O)c1ccc(NC(=O)Nc2cccc3ccccc23)cc1	0	-1.5	-5.0	-7	3	-1.4	8	9	3
CCc1nc2c(OCc3ccc(C#N)cc3)cccn2c1N(C)C(=O)c1ccco1	.	.	-1.9	5	14	-0.5	-5	.	1
Cc1nc(C)c(-c2csc(Nc3ccc(O)c(C(=O)O)c3)n2)s1	.	3.4	17*	-7	-2	2.8	-6	-2	4
O=C(COC(=O)/C=C/c1ccccc1[N+](=O)[O-])Nc1ccc2[nH]c(=O)[nH]c2c1	9	1.7	-5.2	-16	19	-0.6	-2	9	-2

Compound activity deposited in PubChem BioAssay by several laboratories.
